High-throughput results from PubChem BioAssay.
TAG inh: triacylglycerol accumulation inhibition; H9c2 cells, Nile Red lipid (TAG) fluorescence; cells loaded with 200 µM oleic acid; inhibition, % at 12.5 µM; actives 0.66% (n = 230,000); AID 651582;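 active = pattern-corrected inhibition of lipid staining of at least 50% with the nuclear-stain viability signal not falling by more than 50%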;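 also: 0% = DMSO wells and 100% = triacsin C control wells; some results filed as inactive read as strong as hits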
TAG inh DAPI viability: recorded beside TAG inh, whose call it bears; DAPI nuclei signal change (viability), lower = more cytotoxic, %;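 whole-well DAPI fluorescence read on a plate reader as a viability signal; minus 50 percent equals half of cells still viable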
Starred values were filed as active, the others as inactive. These rows are one share of the data. The share of hits here may be higher or lower than overall.

SMILES	TAG inh	TAG inh DAPI viability
CCCCCCCNC(=O)C1CC(=O)N(C)C(=Nc2ccc(OC)cc2)S1 (stereo unspecified)	-4	16
COc1ccc(CNC(=O)c2cccc3c(-c4cccc(C(N)=O)c4)coc23)cc1OC	-22	10
CC(C)(C)C(=O)NC1=NN(c2c(Cl)cc(Cl)cc2Cl)C(=O)C1	4	-10
CCCN(CC(=O)Nc1ccccc1C)C(=O)CCCNC(=O)c1ccc(Cl)cc1	21	-6
CNS(=O)(=O)c1cc(N)ccc1C	-12	-3
CN(C)S(=O)(=O)NC(=O)C1=C(N2CCCC2)COC1=O	-4	-2
COc1cccc(C(=O)N(Cc2nc(-c3cccc(C)c3)no2)C(C)C)c1OC	26	-4
COC(=O)c1ccc(Cn2nnc3ccccc32)cc1	-5	-1
COc1ccc(NC(=O)N2CCOCC2)cc1	-4	-3
O=C(NCCNS(=O)(=O)c1cccc(C(F)(F)F)c1)c1cc(OCC(F)(F)F)ccc1OCC(F)(F)F	0	3
CC(C)(C)C(=O)Nc1ccccc1C(=O)Nc1ccccn1	-14	-6
C=CCNC(=O)c1nn2cccnc2c1Cl	-15	-2
CCCN1C(=O)CC(C(=O)OC)=C1C	4	-9
O=C(Nc1ccccc1)c1cc2n(n1)C(C(F)(F)F)CC(C1CC1)N2 (stereo unspecified)	13	-2
CCCc1[nH]nc2c1C(c1ccsc1)C(C#N)=C(N)O2 (stereo unspecified)	5	5
CC1=NN(C(N)=S)C(=O)C1N=Nc1ccccc1 (stereo unspecified)	-5	8
O=C(NC1CCC(=O)N(CCSc2ccccc2)CC1)OCc1ccccc1 (stereo unspecified)	-1	1
O=C(NCCCn1ccnc1)c1cc(-c2ccncc2)nc2ccccc12	15	-3
CCOC(=O)N1CCN(Cc2nc(-c3ccccc3)no2)CC1	13	-23
OCCN1CCN(c2cc(-c3ccccc3)c3ccccc3n2)CC1	8	47
CC(C)(C)NC(=O)Cn1c(SCC(N)=O)nc2ccccc21	-18	8
COc1ccc(CC(=O)Nc2cccc(Cl)c2C)cc1S(=O)(=O)N1CCOCC1	11	-9
COc1ccc(OC)c(Nc2ncnc3ccccc23)c1	8	-13
Cc1cc(Cl)c(S(=O)(=O)N2CCN(c3ccccn3)CC2)cc1OCC(=O)NC1CCCCC1	8	0
Cc1ccc(CSc2sc(C(=O)c3ccccc3)c(N)c2C#N)cc1	-2	-7
O=S(=O)(Nc1cccnc1)c1ccc2c(c1)OCCO2	-13	4
CCc1nc2c(OCc3ccccc3C(=O)OC)cccn2c1N(C)C(=O)c1cccc(OC)c1	14	-19
O=C(NCCO)NC(=S)c1ccccc1	-16	14
COC(=O)CN1C(=S)N(c2ccc(OC)cc2)C(=O)/C1=C/c1ccc(OC)cc1	-7	-9
Cc1c(C)n2c3c(cccc13)CC2	-14	9
O=C(C1CCCC1)N1CCCC(Nc2ccc(F)cc2)C1 (stereo unspecified)	-18	8
CCCSc1ccc([C@H]2N[C@@](C)(C(=O)OC)[C@H]3C(=O)N(C)C(=O)[C@@H]23)cc1OC	5	-3
Cc1nnc(-n2ncc(C#N)c2N)c2nn(-c3cccc(Cl)c3)c(C)c12	1	4
O=C(CSc1nc2ccccc2o1)c1ccccc1	5	3
O=C1c2ccccc2[C@@H]2C[C@@H](O)[C@H](Nc3ccccc3)CCN12	1	-3
C[C@@H]1CCCCO[C@@H](CN(C)Cc2ccc(Cl)c(Cl)c2)[C@@H](C)CN([C@H](C)CO)C(=O)c2cc(NC(=O)CCC(F)(F)F)ccc2O1	34	8
CCn1cc(Br)c(C(=O)Nc2ccc(F)cc2F)n1	-6	12
CN(C(=O)COC(=O)COc1ccc(Cl)cc1Cl)c1c(N)n(Cc2ccccc2)c(=O)[nH]c1=O	9	2
O=C(c1ccc(NS(=O)(=O)c2ccc(Cl)c(Cl)c2)cc1)N1CCOCC1	4	1
COc1ccccc1N(C)S(=O)(=O)c1ccc(Cl)c(C(=O)NCC2(N(C)C)CCCCC2)c1	7	-6
O=S(=O)(Nc1ccccc1Cl)c1ccc(-c2ccccn2)s1	4	-5
COc1ccc2nc(NC(=O)CSc3nnnn3C)sc2c1	21	-12
CCc1cccc(NC(=S)Nc2cccc3ccccc23)c1	15	-2
Cc1ccc(-n2ncc3c2CCCC3NC(=O)CCc2c(C)noc2C)cc1C (stereo unspecified)	-11	-4
Cc1cc(=O)n(-c2ccc(Cl)cc2)c(=O)[nH]1	-19	8
CC1(C)CC2(CCCN3C(=O)CSC32)CCS1 (stereo unspecified)	-6	5
Oc1cc(-c2cccnc2)cc2cccnc12	56*	-50*
CCN(CC)C(=O)C1=C(C)N(CCCN2CCCC2=O)C(=O)C(CC(=O)NC2CCCC2)C1 (stereo unspecified)	-10	8
CN(CC(=O)Nc1ccccc1Br)C(=O)Cn1[nH]c(=O)c2ccccc2c1=O	6	1
O=C(Nc1ccc(F)cc1F)N1CCN(C(=O)c2ccco2)CC1	0	-2
CCOc1cccc(/C=N/NC(=S)Nc2ccccc2[N+](=O)[O-])c1O	-18	-16
CCN(CC(=O)Nc1ccc(NC(C)=O)cc1)C(=O)c1ccc(N2CCCC2)c([N+](=O)[O-])c1	-9	-5
O=C(N/N=C/c1cccnc1)c1cc(-c2ccc(Cl)cc2)nc2ccccc12	13	-7
Cc1nn(CC(O)CN2c3ccccc3Sc3ccccc32)c(C)c1Br (stereo unspecified)	4	-2
CCCCOc1c(Cl)cc(C(=O)N(C)CC(=O)Nc2ccc(N3CCOCC3)cc2)cc1OCC	11	-6
COc1ccc(N(CC(=O)NC(C)(C)C)C(=O)c2ccco2)cc1	-7	0
COc1ccc(-n2c3c(cc(C(=O)N4CCCCC4)c2=O)C(=O)CC(C)(C)C3)cc1	7	-14
Cc1ccc(Cl)c(OC(=O)Cn2cnc3c2c(=O)n(C)c(=O)n3C)c1	5	3
Nc1nc(SCc2ccccc2)sc1C(=O)N1CCCCC1	3	6
NS(=O)(=O)c1ccc(NC(=O)CSc2nc3ccccc3[nH]2)cc1	-3	6

3 records picked at random from the list so far, as already listed:
SMILES	TAG inh	TAG inh DAPI viability
CCc1cccc(NC(=S)Nc2cccc3ccccc23)c1	15	-2
Oc1cc(-c2cccnc2)cc2cccnc12	56*	-50*
Nc1nc(SCc2ccccc2)sc1C(=O)N1CCCCC1	3	6

Next structures
SMILES	TAG inh	TAG inh DAPI viability
COc1ccc(OC[C@@H](O)CNC(=O)c2cccc3c2C(=O)c2ccc(-c4ccc(F)cc4OCc4ccccc4)cc2S3(=O)=O)cc1	38	-3
O=C(OCC(=O)N1CCCC1)c1ccc(S(=O)(=O)Nc2ccccc2)cc1	-5	-2
c1ccc(-c2csc(N3CCc4ccccc4C3)n2)cc1	-3	2
COc1ccc2oc(C(=O)N(C)CCOc3ccc(Cl)cc3)c(C)c2c1	-17	-1
Cc1noc(C)c1COc1ccc(C(=O)N2CCN(c3cccc(Cl)c3)CC2)cc1	15	0
COCCN(C(=S)Nc1c(C)cccc1C)C(C)c1ccco1 (stereo unspecified)	-2	-8
COc1ccc(C(=O)N2CCc3c([nH]c4ccccc34)C2C(F)(F)F)cc1 (stereo unspecified)	-3	2
COC(=O)c1sc2nc(C)cc(-c3ccccc3)c2c1N	-1	9
COc1ccc(N=Cc2c(O)[nH]c3ccccc23)cc1OC	20	2
O=C(O)c1ccc(S(=O)(=O)N2CCC3(CC2)CC(=O)c2ccccc2O3)cc1	1	0
CS(=O)(=O)N(CC(=O)N1CCCC1)Cc1ccccc1	-4	-1
c1ccc2c(c1)nnn2-c1ncnc2sccc12	-11	7
CCCCOC(=O)/C=C/c1c(C)[nH]c(=O)[nH]c1=O	15	-15
CN(CC(=O)Nc1ccc(Cl)c(C(F)(F)F)c1)C(=O)Cn1cc([N+](=O)[O-])ccc1=O	-13	-9
Cc1c(NS(=O)(=O)c2ccc(Cl)c(C(=O)OC(C)C(=O)N3CCOCC3)c2)c(=O)n(-c2ccccc2)n1C (stereo unspecified)	20	-4
CCOc1ccc(S(=O)(=O)Nc2ccc(C(=O)NCCCN3CCCC3=O)cc2)cc1	0	-4
Oc1c(C(c2ccccc2)N2CCOCC2)ccc2ccccc12 (stereo unspecified)	-13	3
CSCC[C@H](NC(=O)Nc1ccc(S(N)(=O)=O)cc1)C(=O)O	15	-10
OCCNc1nc2ccccc2[nH]1	-3	-11
CCOC(=O)C1C(=O)Oc2ccc3ccccc3c2C1C1CCOC1=O (stereo unspecified)	-1	14

As entered above:
Value for `CCCCOC(=O)/C=C/c1c(C)[nH]c(=O)[nH]c1=O` under TAG inh: 15
Value for `OCCNc1nc2ccccc2[nH]1` under TAG inh: -3
Value for `CCOC(=O)C1C(=O)Oc2ccc3ccccc3c2C1C1CCOC1=O` (stereo unspecified) under TAG inh DAPI viability: 14
Value for `COCCN(C(=S)Nc1c(C)cccc1C)C(C)c1ccco1` (stereo unspecified) under TAG inh: -2

5 entries from above in a different format.
SMILES | TAG inh | TAG inh DAPI viability
CCCCOC(=O)/C=C/c1c(C)[nH]c(=O)[nH]c1=O | 15 | -15
COCCN(C(=S)Nc1c(C)cccc1C)C(C)c1ccco1 (stereo unspecified) | -2 | -8
CN(CC(=O)Nc1ccc(Cl)c(C(F)(F)F)c1)C(=O)Cn1cc([N+](=O)[O-])ccc1=O | -13 | -9
CSCC[C@H](NC(=O)Nc1ccc(S(N)(=O)=O)cc1)C(=O)O | 15 | -10
CCOc1ccc(S(=O)(=O)Nc2ccc(C(=O)NCCCN3CCCC3=O)cc2)cc1 | 0 | -4

Remaining list, next part
SMILES	TAG inh	TAG inh DAPI viability
CC(Sc1ccc(Cl)cc1)C(=O)NNC(=O)c1ccccc1O (stereo unspecified)	19	-30
CCN1C[C@@H]2[C@@H]3C(=O)N(Cc4ccccc4)C(=O)[C@@H]3[C@](CC)(C(=O)OC)N2C1=NCc1ccccc1	1	0
Cc1ccc(S(=O)(=O)Nc2ccc(NC(=O)c3c(F)c(F)c(F)c(F)c3F)cc2)cc1	20	1
Cc1cc(C)cc(NC(=O)C2CCCN(S(=O)(=O)c3cnc[nH]3)C2)c1 (stereo unspecified)	-4	-1
CCOC(=O)N1CCC(NC(=O)CS(=O)(=O)Cc2nc(-c3ccccc3C)oc2C)CC1	-2	2
Cc1nc2ccccc2c(=O)n1CCCO	12	-16
O=c1c2ccccc2ncn1CCCCOc1ccccc1F	1	-2
Cc1ccc(OCC(=O)NC2CCCC2)c(C)c1	-7	-5
CCOC(=O)C(=NCC1CCCO1)NNc1cc(Cl)ccc1Cl (stereo unspecified)	0	5
CC(=O)c1cccc(NC(=O)CSc2nc(=O)n(CCCN3CCOCC3)c3c2CCC3)c1	14	6
O=C(NCCCCc1ccccc1)c1cccc(NC(=O)C2CCCC2)c1	12	-6
CCc1ccc(N=C2NC(=O)/C(=C/c3ccc(OCC(=O)O)cc3)S2)cc1	-5	0
COC(=O)[C@@H](NCc1cccc(CN[C@H](C(=O)OC)C(C)C)c1)C(C)C	-14	7
Cc1ccc(S(=O)(=O)N2C[C@]3(O)C[C@@H]4C(=O)N(c5ccccc5)C(=O)[C@@H]4C[C@]3(OC(=O)NCc3ccco3)C2)cc1	0	7
Cc1ccc(C)c(OCCC(=O)OCC(=O)NC2CC2)c1	7	-3
CCCN(CCC)S(=O)(=O)c1ccc(C(=O)Nc2nnc(-c3cc(OC)cc(OC)c3)o2)cc1	9	-6
N#C/C(=C\c1c[nH]c2ccccc12)C(=O)NCC1CCCO1 (stereo unspecified)	11	2
CC(C)NC(=O)c1sc2c(c1C(=O)Nc1cccnc1)CCCC2	24	-23
Cc1ccc(N2C(=O)c3ccc(N)cc3C2=O)cc1C	-27	2
C/C(CC(=O)Nc1ccc(N(C)C)cc1)=N\NC(=O)c1ccc([N+](=O)[O-])cc1Cl	-5	0
CCc1cc2c(=O)c(Oc3ccccc3F)c(C)oc2c(CN(C)C)c1O	-4	11
CN(CC(=O)Nc1cccc(F)c1)C(=O)C1CC(=O)N(Cc2ccco2)C1 (stereo unspecified)	-9	-1
O=c1c2ccccc2nc2n1C(CBr)CN2 (stereo unspecified)	11	-5
CCn1cc(SCC(=O)Nc2cc(C)on2)c2ccccc21	9	-13
Nc1nc(CN2CCCCCC2)nc(Nc2ccccc2)n1	-7	2
CN(C)CCSc1nc(-c2ccccc2)nc2c1CCC2	3	9
O=C(CN1C(=O)CSc2ccc(S(=O)(=O)N3CCOCC3)cc21)NCc1c(F)cccc1Cl	-7	-5
CCN(CC)S(=O)(=O)c1ccc(N=NC2=C(O)CCCC2=O)cc1	-15	5
CNS(=O)(=O)c1cccc(C(=O)Nc2cccc(Cl)c2)c1	10	-3
COc1ccc(/C=C/C(=O)NNC(=O)C(C)Oc2ccccc2F)cc1OC (stereo unspecified)	-3	-6
CN(C)C(=O)CN1C(=O)NC2(CCCc3ccccc32)C1=O (stereo unspecified)	5	-6
CCOC(=O)c1nnc(-c2ccc(C)cc2)nc1Oc1ccc(Cl)cc1Cl	-17	6

Whole records, quoted from the list:
c1ccc(-c2csc(N3CCc4ccccc4C3)n2)cc1 reads TAG inh = -3; TAG inh DAPI viability = 2
Cc1c(NS(=O)(=O)c2ccc(Cl)c(C(=O)OC(C)C(=O)N3CCOCC3)c2)c(=O)n(-c2ccccc2)n1C (stereo unspecified) reads TAG inh = 20; TAG inh DAPI viability = -4
CCOc1ccc(S(=O)(=O)Nc2ccc(C(=O)NCCCN3CCCC3=O)cc2)cc1 reads TAG inh = 0; TAG inh DAPI viability = -4
